HP1b chromo inh – inhibitors of HP1-beta chromodomain binding to methylated histone tails; 390,000 compounds, 0.56% hits; AID 540317; AlphaScreen HP1-beta / biotin-H3K9me3 peptide binding; P83916; Potency, µM (titrated, usually from 114 µM), for the others: at the top dose activity change, negative = inhibition, hits mostly inhibitors; also: potency is read from the fitted curve at half-maximal effect; nearly all actives have a fitted effect of over 70% in size; inactives centre near 23
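AlphaScreen: HP1-beta (50 nM) preformed 30 min with biotin-H3(1-18)K9me3 peptide (50 nM) in PBS pH 7.4, 0.01% Tween-20. Compound added for 30 min at RT, then streptavidin donor/nickel chelate acceptor beads (10 ug/mL) for 30 min.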
BAZ2B block – BAZ2B (human) inhibition. Q9UIF8. AlphaScreen BAZ2B-H3K14Ac peptide displacement. Potency, µM (series often up to 114 µM), without a hit: top-dose activity change, negative = inhibition, usual class: inhibitors. 360,000 compounds, 4.4% hits; also: potency is read from the fitted curve at half-maximal effect; % is scaled to controls: 0 for no effect and ±100 for the full control effect; nearly all actives have a fitted effect of over 60% in size
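Inhibition is scored as reduced AlphaScreen emission. The BAZ2B/b-H3(5-23)K14Ac complex (50 nM each) in PBS pH 7.4, 0.01% Tween-20 meets compound (up to 110 uM) for 30 min at RT before bead addition.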
PI4K2A inh – inhibitors of human PI4K2A; Q9BTU6; purified PI4K2A, ADP-Glo luminescence, 1 h; active compounds read low; activity change, negative = inhibition, % at 76.9 µM; 420,000 compounds, 0.13% hits; AID 1346378; in the data active = activity change below about -50%; inconclusive = mostly about -30% to -49%;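 also: -100% = wells without enzyme as full effect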
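ADP-Glo luminescence measured ADP generated by PI4K2A enzyme (4 ug/mL before mixing) with 1.2 mM PI substrate (pre-mix) and 300 microM ATP (pre-mix). Tris pH7.5 buffer with MgCl2, Triton X-100; 1 h reaction at ambient temperature.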
GLS inhibitor – inhibitors of human glutaminase (GLS); GLS enzymatic activity, qHTS titration; AID 624170; Potency, µM (titrated, usually from 45.5 µM), for inactives: at the highest dose activity change, negative = inhibition, actives largely listed as inhibitors; 410,000 compounds, 0.21% hits; also: potency is read from the fitted curve at half-maximal effect; % is scaled to controls: 0 for no effect and ±100 for the full control effect
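Enzyme dispensed in phosphate buffer (45 mM, pH 8.2, 0.02% Tween-20), compounds pinned in, then 1 mM L-glutamine solution and the glutamate oxidase–HRP–Amplex Red mix added; fluorescence read immediately and again after 30 min at room temperature.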
POLH inh – blocks human DNA polymerase eta activity; recombinant Pol eta, fluorescent DNA replication assay; Potency, µM (titrated, usually from 114 µM), for inactives: top-dose activity change, negative = inhibition, most hits filed as inhibitors; 390,000 compounds, 1.2% hits; also: potency is read from the fitted curve at half-maximal effect; % is scaled to controls: 0 for no effect and ±100 for the full control effect
Target sequence (Q9Y253 whole entry, looked up): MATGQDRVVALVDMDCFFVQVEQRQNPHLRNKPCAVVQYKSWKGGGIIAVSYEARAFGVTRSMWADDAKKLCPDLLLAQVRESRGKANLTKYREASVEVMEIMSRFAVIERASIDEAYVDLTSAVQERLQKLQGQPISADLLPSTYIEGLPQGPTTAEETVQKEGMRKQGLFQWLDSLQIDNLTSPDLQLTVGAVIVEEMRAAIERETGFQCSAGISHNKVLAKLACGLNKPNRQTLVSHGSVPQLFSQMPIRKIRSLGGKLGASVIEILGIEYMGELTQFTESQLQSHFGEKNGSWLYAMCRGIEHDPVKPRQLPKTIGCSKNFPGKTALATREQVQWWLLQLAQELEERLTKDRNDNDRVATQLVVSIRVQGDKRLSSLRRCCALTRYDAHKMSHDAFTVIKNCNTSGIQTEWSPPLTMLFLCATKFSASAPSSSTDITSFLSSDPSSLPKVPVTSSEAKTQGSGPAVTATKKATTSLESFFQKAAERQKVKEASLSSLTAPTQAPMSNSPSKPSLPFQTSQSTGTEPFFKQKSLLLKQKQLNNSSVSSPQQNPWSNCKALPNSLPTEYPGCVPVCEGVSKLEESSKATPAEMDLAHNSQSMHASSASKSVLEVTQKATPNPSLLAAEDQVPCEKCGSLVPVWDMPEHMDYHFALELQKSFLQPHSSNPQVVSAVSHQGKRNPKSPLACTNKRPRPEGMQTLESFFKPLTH
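Pol eta at 10 nM preincubated with compounds 15 min at room temperature; reaction started with fluorescent substrate (50 nM final) and read kinetically at 0 and 10 min.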
JMJD2A Tudor inh – inhibitors of human JMJD2A Tudor domain; Potency, µM (titrated, usually from 114 µM), inactives show at the highest dose activity change, negative = inhibition, hits mostly inhibitors; 390,000 compounds, 4.4% hits; O75164; AlphaScreen JMJD2A-Tudor / H3K4me3 peptide binding; also: potency is read from the fitted curve at half-maximal effect; % is scaled to controls: 0 for no effect and ±100 for the full control effect; nearly all actives have a fitted effect of over 50% in size
Pin1 inhibitor – human Pin1 inhibition; Pin1 FP peptide displacement, HiFluor488, 10 min; Potency, µM (doses to about 115 µM), without a hit: top-dose activity, negative = inhibition, most hits filed as inhibitors; 390,000 compounds, 0.009% hits; active = well fitted inhibition curve with a large enough effect in the polarisation, with a control signal flat, not every such curve was filed as active; inconclusive = small, poorly fitted or top-dose-only effect, or effect the other way, or a change in a side signal; inactive = no such curve, though single readings can be large or run the other way; the % refers to the polarisation; also: potency is read from the fitted curve at half-maximal effect; % is scaled to controls: 0 for no effect and ±100 for the full control effect
PGK inhibitor – T. brucei PGK inhibition; P07378; PGK/GAPDH coupled, Kinase-Glo luminescence, 60 min; Potency, µM (highest dose often 57.5 µM), without a hit: at the top dose activity change, negative = inhibition, usual class: inhibitors; 380,000 compounds, 0.043% hits; also: potency is read from the fitted curve at half-maximal effect; % is scaled to controls: 0 for no effect and ±100 for the full control effect; nearly all actives have a fitted effect of over 60% in size
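Recombinant glycosomal PGK reaction used 1,3-bisphosphoglycerate generated in-well by GAPDH (100nM final) in 100mM TEA pH 7.6, 5mM MgCl2, 0.01% Tween-20. After 60 minutes at room temperature, ATP was read by Kinase-Glo Plus luminescence end-point.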
G9a block – G9a (human) methyltransferase inhibition | G9a H3K9 monomethylation, AlphaScreen, 2 h | Potency, µM (series often up to 102 µM), for the others: top-dose activity, negative = inhibition, hits mostly inhibitors | AID 504332 | 350,000 compounds, 8.8% hits; also: potency is read from the fitted curve at half-maximal effect; % is scaled to controls: 0 for no effect and ±100 for the full control effect; nearly all actives have a fitted effect of over 75% in size
Target sequence (Q96KQ7 913-1193 limits assumed): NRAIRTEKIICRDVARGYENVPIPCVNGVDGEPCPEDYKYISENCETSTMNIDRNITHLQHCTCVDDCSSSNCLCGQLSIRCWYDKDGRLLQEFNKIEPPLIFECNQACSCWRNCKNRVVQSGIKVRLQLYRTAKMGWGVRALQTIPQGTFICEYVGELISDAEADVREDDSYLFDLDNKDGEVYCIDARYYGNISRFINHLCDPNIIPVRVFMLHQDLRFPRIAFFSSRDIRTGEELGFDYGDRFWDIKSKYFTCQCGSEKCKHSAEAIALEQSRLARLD
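Readings reflect AlphaScreen signal from monomethyl-H3K9 antibody detection. HMT at 20 nM; substrate b-H3K9 500 nM; cofactor SAM 20 uM; 2 h RT reaction; compounds tested as titrations in qHTS with 15 min preincubation.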
The depositor's hits bear a star; i = inactive; ? = inconclusive; · = not tested or not shown; & = joins results of further samples; [ ] = dose if it differs, or a comment. Unless noted, calls follow the shape of the dose curve; as a rule, active = well fitted curve in the direction sought with a large enough effect; inconclusive = small, poorly fitted or top-dose-only effect, or another doubt; inactive = no such curve, though single readings can be large; an effect the other way counts as inactive or inconclusive. This is a subset. The share of hits here may be higher or lower than overall.

SMILES	HP1b chromo inh	BAZ2B block	PI4K2A inh	GLS inhibitor	POLH inh	JMJD2A Tudor inh	Pin1 inhibitor	PGK inhibitor	G9a block
O=c1cc(CN2CCN(c3cccc(C(F)(F)F)c3)CC2)nc2sccn12	49.3%[activator]	-17.0%	-4.9	-8.0%	-1.8%	-25.7%	-9.0%	i	?
CC(C)(C)OC(=O)N1CCC(c2c(C(=O)Nc3cccc(C(F)(F)F)c3)cnn2-c2ccc(F)cc2F)CC1	-5.8%	7.6%[57.1 µM]	-2.4	5.4%	-2.0%	-18.8%	18.6%	-2.9%	-0.9%[59 µM]
COc1ccc(S(=O)(=O)N2CC(=O)Nc3ccccc32)cc1C	29.7%	-4.2%	5.8	-6.7%	-7.5%	-13.8%	-3.6%	-8.8%	24.8%
Cc1ccc(NC(=O)CN(C)C(=O)Cc2ccc3c(c2)CCC3)cc1	31.9%	9.2%	-2.9	-12.3%	-5.8%	-0.7%	-5.1%	i	50.1µM*
Cc1ccc([C@H]2C[C@@H](n3cc(COC(=O)c4ccccc4)nn3)[C@H](O)CN2C(=O)C2CCCCC2)cc1	·	·	-2.2	4.7%	-5.4%	·	·	-2.6%	·
Nc1cccc(/C=C/C(=O)O)c1	37.9%	-3.5%	0.9	-3.0%	?	-2.2%[11.4 µM]	3.5%	8.3%	9.2%
Cc1ccc(S(=O)(=O)Oc2ccc(/C=N/N=C3/NC(=O)C(CC(=O)O)S3)cc2)cc1[N+](=O)[O-] (stereo not drawn)	22.1%	-34.5%	4.1	-2.7%	-6.3%	-20.0%	-10.6%	-8.9%	15.7%
CCCN(CC(=O)Nc1ccccc1C)C(=O)Cc1coc2cc(C)ccc12	9.9%	?	-7.8	3.4%	?	-11.0%	1.4%	0.6%	·
CCCCN(C(=O)C1CCCC1)c1c(N)n(CC(C)C)c(=O)[nH]c1=O	36.6%	0.8%	1.7	-1.2%	0.5%	-31.2%	-0.3%	5.1%	3.1%[12.7 µM]
CCC(=O)N1CCc2cc(Br)cc(S(=O)(=O)CCC(=O)N3CCN(c4ccccc4OC)CC3)c21	28.1%	0.3%	-3.0	-15.5%	-1.1%	-5.1%	0.0%	7.1%	-38.0%[59 µM]
CC(=O)/C=C/c1ccccc1O	15.5%	-1.1%	2.5	8.1%	-1.8%	-10.0%	-10.5%	i	-3.6%
Cc1cccc(C)c1NC(=O)CSc1nc(N2CCOCC2)nc(N2CCOCC2)n1	36.3%	-11.9%	1.7	-1.5%	-23.1%	-6.6%	-2.0%	-6.2%	9.4%
c1ccc(CNc2ncnc3[nH]ncc23)cc1	9.6%[57 µM]	-34.5%	3.0&3.2	-9.9%&-14.1%	-2.3%&-12.8%	-13.8%&-20.8%	0.3%&-8.3%	-8.3%&-2.3%	0.5%[59 µM]
C/C(=N\NC(=S)NCCc1ccccc1)c1cccs1	?	35.5µM*	-0.5	13.4%	-17.7%	?	?	-10.7%	?
COc1cc(NC(=O)c2c(F)c(F)c(F)c(F)c2F)c(OC)cc1Cl	55.4%[activator]	11.1%	18.2	-3.0%	-18.4%	5.3%	6.5%	-6.9%	21.0%[12.7 µM]
COc1ccc(C)cc1NC(=O)c1ccccc1N(C)S(=O)(=O)c1ccccc1	17.8%	-4.5%	-16.9	3.0%	-0.3%	-9.8%	7.1%	3.0%	·
CCC1Sc2ccc(S(=O)(=O)CCC(=O)NC3CCCCCC3)cc2NC1=O (stereo not drawn)	19.7%	-11.9%	0.3	6.1%	6.8%	0.0%	0.8%	-0.6%	-9.1%[59 µM]
N#Cc1ccccc1S(=O)(=O)Nc1ccc2c(c1)OCCO2	54.3%[activator]	1.3%	1.8	19.0%	-10.9%	-4.1%	-1.2%	-6.3%	-16.2%
Cc1ccc(/C=N/n2cnc3sc(C)c(C)c3c2=O)o1	-19.5%	-23.4%	-3.8	-0.1%	-16.4%	-16.5%	-6.9%	i	-18.5%
COC(=O)C1=C(C)N(CCCC(=O)O)C(=O)NC1c1ccc(C(F)(F)F)cc1 (stereo not drawn)	29.1%	-30.8%	-0.3	0.0%	-25.6%	-2.8%	8.8%	6.7%	-42.2%
COCc1cc(C)nc2sc3c(c12)NC(c1ccccc1C(=O)O)N(c1cccc(C(F)(F)F)c1)C3=O (stereo not drawn)	43.6%[activator]	19.7%	2.1	?	-7.8%	-3.5%	1.8%	6.1%	11.6%[59 µM]
NC(=O)NC(=O)CN1c2cccc3cccc(c23)S1(=O)=O	3.7%	0.1%	-1.4	1.5%	?	-10.0%	5.2%	8.2%	15.2%[59 µM]
O=C(CNC(=O)c1cccnc1)N/N=C/c1cccnc1	17.8%	-15.3%	-0.2	-3.7%	-9.4%	-2.1%	-4.5%	-6.8%	-9.3%
Cc1ccc2nc(CSc3nnc(NC(=O)C(C)C)s3)cc(=O)n2c1	29.7%[57 µM]	4.8%	0.1	0.9%	-0.8%	0.0%	-2.9%	8.4%	1.8%[59 µM]
Cc1ccc(S(=O)(=O)N2CCN(C(=O)c3ccc(-n4cncn4)c([N+](=O)[O-])c3)CC2)cc1	-4.2%	5.5%	0.9	-6.0%	-3.4%	-9.0%	-9.5%	-5.6%	-0.5%[12.7 µM]
O=C(c1ccc(Oc2ccccc2)cc1)C1CCCN(C(=O)c2cnccn2)C1 (stereo not drawn)	27.9%	-4.7%	-1.5	12.4%	-21.6%	-1.7%	5.1%	-8.5%	·
OCC1OC(n2ccc3c(NO)ncnc32)C(O)C1O (stereo not drawn)	42.8%[activator]	·	-17.0	2.6%	-3.3%	-22.2%	-1.4%	-4.7%	·
COc1ccc(/C=C(\NC(=O)c2cccs2)C(=O)Nc2cccc3ccccc23)cc1OC	16.3%	-3.7%	1.5	-5.5%	-19.3%	-17.8%	11.4%	-7.7%	22.8%
CCOc1nc2cnccc2n(CC(=O)Nc2ccccc2F)c1=O	18.3%	-17.5%	-0.2	-16.9%	-18.0%	-1.2%	1.1%	-4.5%	54.5%[activator]
COc1ccc(CCNC(=O)c2ccc3c(c2)nc2n3CCC(C)C2)cc1OC (stereo not drawn)	10.4%[57 µM]	2.3%	-2.6	-11.4%	0.7%	-7.8%	4.4%	7.5%	10.1%[59 µM]
CC1CCN(C(=O)CCC(=O)Nc2ccc([N+](=O)[O-])cc2)CC1	·	·	0.4	-3.8%	-3.5%	·	·	-9.0%	·
C=C1c2cc(OC)ccc2NC(=O)N1CC	31.0%	3.4%	5.3	12.4%	2.8%	-12.6%	-3.0%	3.0%	31.6µM*
Clc1ccccc1CSc1nnc([C@@H]2CCCN2)o1	33.5%	?	0.2	6.3%	-11.0%	-9.7%	1.0%	-2.5%	?
Cc1nc2ccc(NC(=S)NCc3ccccc3)cc2nc1C	19.8%	?	-0.2	13.0%	0.3%	-19.9%	-2.8%	-8.7%	8.4%[12.7 µM]
CCc1sc(C(=O)N2CCCN(C)CC2)cc1Br	12.4%	-3.4%	1.8	6.9%	-4.0%	-9.7%	-2.8%	i	·
Cn1cccc1/C=N/NC(=O)C12CC3CC(CC(C3)C1)C2	0.6%	-35.0%	-3.7	9.1%	-1.1%	-24.3%	5.3%	-8.7%	-23.7%
CCCCn1c(N)c(N(CCOC)C(=O)CCNC(=O)c2ccc(Br)cc2)c(=O)[nH]c1=O	47.0%[activator]	6.1%	-0.6	-12.2%	-24.1%	-6.2%	-3.0%	-3.9%	?
CCOC(=O)c1c(-c2ccccc2)oc2ccc(OCc3ccccc3Br)cc12	61.3%[activator]	1.1%	-2.6	-15.1%	-8.6%	34.6%	-1.3%	-2.0%	21.1%[59 µM]
CCCN(CCC)C(=O)Cn1c(=O)n(-c2cccc(OC)c2)c(=O)c2c3c(sc21)CCCC3	23.8%	2.3%	-0.7	-1.2%	-13.3%	-12.3%	-4.2%	-9.6%	-1.5%[59 µM]
O=C(Nc1ccc([N+](=O)[O-])cn1)c1ccc(Br)o1	26.4%	2.1%	-8.7	-3.5%	-16.5%	-13.6%	7.4%	-5.5%	1.7%[59 µM]

Random excerpt: 4 entries already listed.
SMILES	HP1b chromo inh	BAZ2B block	PI4K2A inh	GLS inhibitor	POLH inh	JMJD2A Tudor inh	Pin1 inhibitor	PGK inhibitor	G9a block
O=C(CNC(=O)c1cccnc1)N/N=C/c1cccnc1	17.8%	-15.3%	-0.2	-3.7%	-9.4%	-2.1%	-4.5%	-6.8%	-9.3%
CCCCn1c(N)c(N(CCOC)C(=O)CCNC(=O)c2ccc(Br)cc2)c(=O)[nH]c1=O	47.0%[activator]	6.1%	-0.6	-12.2%	-24.1%	-6.2%	-3.0%	-3.9%	?
O=C(Nc1ccc([N+](=O)[O-])cn1)c1ccc(Br)o1	26.4%	2.1%	-8.7	-3.5%	-16.5%	-13.6%	7.4%	-5.5%	1.7%[59 µM]
Cc1ccc2nc(CSc3nnc(NC(=O)C(C)C)s3)cc(=O)n2c1	29.7%[57 µM]	4.8%	0.1	0.9%	-0.8%	0.0%	-2.9%	8.4%	1.8%[59 µM]

Screens: PubChem, National Center for Advancing Translational Sciences (NCATS)
